Screens deposited in PubChem BioAssay by National Center for Advancing Translational Sciences (NCATS).
TrxR1 substrate: is turned over as a substrate by rat TrxR1. AID 588456. actives 0.01% (n = 390,000). purified TrxR1 substrate turnover, NADPH consumption readout. O89049. Potency, µM (doses to about 114 µM), inactives show at the top dose activity change, negative = substrate turnover; note: potency is the fitted concentration of half-maximal effect; % is set by controls: 0 for no effect and ±100 for the full control effect; nearly all actives have a fitted effect of over 50% in size
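Rat TrxR1, dispensed at 90 nM, was prereduced with 400 uM NADPH (final) for 5 min at ~22 deg C, then incubated with compound 15 min before 400 uM selenite. A first-read NADPH fluorescence drop versus no-compound background flagged substrates.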
Glioma ERSR ind: induces the endoplasmic reticulum stress response in human glioma cells | actives 0.02% (n = 420,000) | Potency, µM, inactives show at the top dose activation, actives largely listed as activators | U87-MG GRP78 promoter luciferase reporter, 16 h | AID 602332; note: potency is the fitted concentration of half-maximal effect; series mostly up to about 76 µM; % of control where 0% means no effect; nearly all actives have a fitted effect of over 35% in size
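ERSR induction read as luciferase luminescence (Bright-Glo, 10 min at room temperature) in stably transfected human U87-MG glioma cells exposed to compounds for 16 h, using GRP78 as sensor.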
Vif-A3F inh: Vif-A3F binding inhibition. HeLa A3F-eYFP + Vif (tagged APOBEC3F with the HIV-1 protein that degrades it), YFP fluorescence increase. Potency, µM (highest dose often 46.1 µM), for inactives: top-dose activity, negative = active. actives 0.2% (n = 390,000). AID 602313; note: potency is the fitted concentration of half-maximal effect; % of control where 0% means no effect; nearly all actives have a fitted effect of over 65% in size
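Fluorescence increase (Ex 488/Em 500-530) after overnight compound treatment at 37 deg C flags inhibition of Vif-driven A3F-eYFP loss in stable HeLa A3F-eYFP/Vif cells seeded overnight beforehand.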
Vif-APOBEC3G blk: Vif-A3G binding inhibition. Q9HC16. HeLa A3G-eYFP + Vif (tagged APOBEC3G with the HIV-1 protein that degrades it), YFP fluorescence, overnight. Potency, µM (highest dose often 46.1 µM), without a hit: at the highest dose activity, negative = active, most hits filed as inhibitors. actives 0.076% (n = 410,000);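 note: potency is the fitted concentration of half-maximal effect; % is set by controls: 0 for no effect and ±100 for the full control effect; nearly all actives have a fitted effect of over 60% in size; hits raise eYFP signal because A3G escapes Vif-driven loss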
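Read-out is eYFP fluorescence (Ex 488/Em 500-530) from Vif-expressing HeLa A3G-eYFP cells; more signal means A3G escaped Vif-mediated degradation. Cells plated overnight, compound pinned in, incubated overnight at 37 deg C.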
RXFP1 agonist: agonists of human relaxin receptor RXFP1; actives 0.3% (n = 370,000); AID 2676; Potency, µM (highest dose often 57.5 µM), inactives show at the highest dose activation, most hits filed as activators; Q9HBX9; HEK293T-RXFP1 cAMP TR-FRET, 30 min; response scale: percent of porcine relaxin response, buffer zero; note: potency is the fitted concentration of half-maximal effect; % is set by controls: 0 for no effect and ±100 for the full control effect; nearly all actives have a fitted effect of over 60% in size; many of its hits are not listed in these tables
Target sequence (Q9HBX9 whole entry, looked up): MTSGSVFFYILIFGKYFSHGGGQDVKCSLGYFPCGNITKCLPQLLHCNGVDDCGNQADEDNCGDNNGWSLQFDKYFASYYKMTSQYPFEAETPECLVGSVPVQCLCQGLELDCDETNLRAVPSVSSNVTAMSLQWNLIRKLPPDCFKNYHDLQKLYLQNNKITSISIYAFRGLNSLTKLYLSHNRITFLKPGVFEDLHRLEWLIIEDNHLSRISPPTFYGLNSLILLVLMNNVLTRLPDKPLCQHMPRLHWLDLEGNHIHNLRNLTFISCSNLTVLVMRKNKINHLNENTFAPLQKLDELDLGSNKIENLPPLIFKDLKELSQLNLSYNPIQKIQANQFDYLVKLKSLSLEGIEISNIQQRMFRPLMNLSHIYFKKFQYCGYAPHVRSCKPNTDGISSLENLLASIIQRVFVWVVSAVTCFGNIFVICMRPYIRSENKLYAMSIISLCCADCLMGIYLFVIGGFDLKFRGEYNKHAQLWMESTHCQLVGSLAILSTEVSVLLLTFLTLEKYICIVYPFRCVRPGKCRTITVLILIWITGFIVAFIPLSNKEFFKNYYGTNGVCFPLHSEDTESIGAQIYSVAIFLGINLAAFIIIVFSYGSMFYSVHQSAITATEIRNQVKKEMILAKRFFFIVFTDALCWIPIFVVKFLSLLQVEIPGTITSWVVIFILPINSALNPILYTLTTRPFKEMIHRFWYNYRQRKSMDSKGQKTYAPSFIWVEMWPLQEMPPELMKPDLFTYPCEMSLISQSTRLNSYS
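HEK293 cells stably expressing RXFP1, treated 30 min at 37C with compounds plus PDE4 inhibitor Ro 20174; cAMP measured by HTRF TR-FRET. Normalized to buffer and 29 nM porcine relaxin; EC50 by Hill fit.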
PI4K2A inh: PI4K2A (human) kinase inhibition; purified PI4K2A, ADP-Glo luminescence, 1 h; stronger effect = lower value; activity change, negative = inhibition, % at 76.9 µM; actives 0.13% (n = 420,000); in the data active = activity change below about -50%; inconclusive = mostly about -30% to -49%;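 note: -100% = wells without enzyme as full effect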
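ADP-Glo luminescence measured ADP generated by PI4K2A enzyme (4 ug/mL before mixing) with 1.2 mM PI substrate (pre-mix) and 300 microM ATP (pre-mix). Tris pH7.5 buffer with MgCl2, Triton X-100; 1 h reaction at ambient temperature.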
LDHA inh: blocks human lactate dehydrogenase A; P00338; purified LDHA, NADH/diaphorase-resazurin fluorescence; stronger effect = lower value; activity change, % (values are at about 110 or 230 µM); actives 0.15% (n = 480,000); AID 1347041; in the data active = activity change below about -30%; inconclusive = mostly about -25% to -30%;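 note: plate controls were DMSO wells for no effect and wells without enzyme for full effect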
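Human LDH5 (2 nM) was incubated with 0.06 mM NADH and 0.2 mM pyruvate for 5 min at room temperature in Tris pH 7.4. Remaining NADH was coupled through diaphorase/resazurin, and resorufin fluorescence was read at 0 and 20 min.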
USP1 inh: blocks the human USP1/UAF1 deubiquitinase complex; recombinant USP1/UAF1, Ub-Rhodamine cleavage fluorescence; actives 0.23% (n = 390,000); O94782; Potency, µM (series often up to 57.1 µM), for inactives: top-dose activity change, negative = inhibition, usual class: inhibitors; AID 743255; note: potency is the fitted concentration of half-maximal effect; % is set by controls: 0 for no effect and ±100 for the full control effect; nearly all actives have a fitted effect of over 60% in size; inactives centre near -12
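High-throughput fluorogenic screen: 1nM USP1/UAF1 complex, Ub-Rho substrate 150nM final, 50mM HEPES pH 7.8 with 0.5mM EDTA, 0.1 mg/ml BSA, 1mM TCEP and 0.01% Tween-20.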
mIDH1 inhibitor: inhibitors of human mutant IDH1 R132H. O75874. IDH1-R132H enzyme, NADPH consumption, diaphorase/resazurin fluorescence. Potency, µM (series often up to 76.6 µM), for inactives: at the top dose activity change, negative = inhibition, usual class: inhibitors. actives 0.093% (n = 390,000); note: potency is the fitted concentration of half-maximal effect; % is set by controls: 0 for no effect and ±100 for the full control effect; nearly all actives have a fitted effect of over 65% in size
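IDH1-R132H (0.5 ug/mL) preincubated 30 min with compound, then NADPH (0.016 mM) and alpha-KG (2 mM) added; 80 min at RT, pH 7.5. Remaining NADPH coupled via diaphorase/resazurin to fluorescence (540/590 nm); concentration-response curves normalized to no-enzyme control.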
An asterisk follows results filed as active; ? = inconclusive; . = not tested or not shown; & = joins results of further samples; [ ] = another dose, or the depositor's remark. Unless noted, calls come from the whole dose curve; as a rule, active = well fitted curve in the direction sought with a large enough effect; inconclusive = small, poorly fitted or top-dose-only effect, or another doubt; inactive = no such curve, though single readings can be large; an effect the other way counts as inactive or inconclusive. A portion of the library, so the mix of outcomes need not match the whole.

SMILES	TrxR1 substrate	Glioma ERSR ind	Vif-A3F inh	Vif-APOBEC3G blk	RXFP1 agonist	PI4K2A inh	LDHA inh	USP1 inh	mIDH1 inhibitor
COc1ccccc1OCCNC(=O)C(CCSC)NC(=O)c1ccccc1Cl (configuration not stated)	-7%	-4%	-1%	-2%	-1.3%	-6	-1	-18%	8%
Cn1c(=O)c2c(nc(CN3CCN(c4ccccc4F)CC3)n2Cc2ccc(F)cc2)n(C)c1=O	1%	-1%	6%	-3%	7.7%	-1	-3	-16%	-6%
CC(=O)Nc1ccc(S(=O)(=O)N2CCC3(CC2)CC(=O)c2ccccc2O3)cc1	16%	-2%	-2%	-7%	0.2%	4	-13	-5%	-4%
Cc1ccc(CNS(=O)(=O)c2ccc3[nH]c4c(c3c2)CCCCC4)cc1	0%	7%	-9%	-13%	-1.3%	-7	-4	-16%	-13%
CC(OC(=O)c1ccccc1C(=O)N(C)c1ccccc1)C(=O)Nc1ccccc1[N+](=O)[O-] (configuration not stated)	-2%	-3%	7%	1%	1.5%	0	1	-22%	4%
CC(C)c1ccc(CC(=O)N2CCC2(C)C(=O)Nc2ccc3c(c2)OCO3)cc1 (configuration not stated)	.	3%	.	1%	.	-5	1	.	.
C[C@H](CO)N1C[C@H](C)[C@@H](CN(C)C(=O)NC2CCCCC2)Oc2c(NS(=O)(=O)c3cccs3)cccc2C1=O	6%	-2%	-5%	-1%	.	-2	3	-21%	10%
CC(Oc1ccccc1F)C(=O)NNC(=O)CCS(=O)(=O)c1ccccc1Cl (configuration not stated)	-9%	-2%	-14%	-2%	1.0%	-1	-5	-27%	-4%
Cc1nccc(-c2cccc(NC(=O)Nc3ccc(Cl)cc3)c2)n1	6%[57.1 µM]	-1%	0%	1%	4.6%	-1	-10	-4%	0%
COCCNC(=O)C1c2ccccc2C(=O)N(CCOC)C1c1ccc(F)cc1 (configuration not stated)	-6%	-8%	-1%	-9%	0.1%	-7	3	-6%	4%
O=C(CN1CCCCCC1)Nc1ccc(F)c(F)c1	-14%	-4%	6%	-1%	2.7%	6	-16	-8%	7%
Cn1c(C(=O)NCc2cccnc2)cc2sc(Cl)cc21	-10%	-6%	-2%	2%	3.6%	-4	-3	4%	10%
COc1ccc(CC(=O)N2CCC(C)(C(=O)NS(=O)(=O)C3CC3)C2)cc1OC (configuration not stated)	.	2%	.	-3%	.	-2	-1	.	.
O=C(c1ccc(F)cc1)N1CCCCC(Sc2nnnn2-c2ccccc2)C1=O (configuration not stated)	3%[57.1 µM]	6%	10%	0%	1.3%	4	0	2%	-2%
COc1ccccc1CNC(=O)c1ccccc1SCC(=O)NCc1ccco1	1%	-2%	0%	0%	0.0%	-9	-8	-3%	6%
O=C(COCc1cc(-c2ccc3c(c2)OCO3)on1)N1CCN(c2cccc(C(F)(F)F)c2)CC1	-10%&-8%	-6%&-3%	-1%&-1%	-7%&-3%	-1.5%&0.2%	-2&-2	-4&2&-6	-16%&-20%	1%&0%
COC(=O)c1cc(=O)c2c(ccc3oc(=O)ccc32)[nH]1	.	-1%	.	3%	.	-8	3	.	.
O=C(O)c1ccc(N2CCCCCC2)c(N2C(=O)c3ccccc3C2=O)c1	8%[57.1 µM]	-2%	-2%	-1%	-1.2%	-11	-5	-8%	-1%
Cn1c(N)c(C(=O)COC(=O)CC(NC(=O)c2ccccc2Cl)c2ccccc2)c(=O)n(C)c1=O (configuration not stated)	6%[57.1 µM]	-3%	-8%	-7%	11%	-8	-2	-1%	7%
Cn1cc([N+](=O)[O-])c(C(=O)NC2CCCCCC2)n1	-1%	0%	1%	-2%	-1.5%	-3	-3	-5%	-11%
COCC1CCN(C(=O)c2cc(COc3ccc(OC)cc3Cl)on2)C1 (configuration not stated)	.	6%	1%	-6%	.	15	0	-22%	3%
Cc1ccc(Cl)c(NC(=O)COC(=O)c2nn(C)c(=O)c3ccccc23)c1Cl	4%	-4%	2%	4%	5.9%	3	-12	-19%	1%
CN(CCOc1ccccc1)CC(=O)Nc1cccc(C#N)c1	0%	-3%	?	-2%	3.5%	3	3	?	7%
CCC(CC)C(=O)c1c[nH]c(C(=O)N2CCN(c3ccc(OC)cc3)CC2)c1	5%[57.1 µM]	0%	4%	0%	-0.3%	5	-8	-22%	9%
CN(CCc1ccccn1)Cc1ccc(Cl)c(Cl)c1	6%	-2%	-19%	-8%	1.7%	1	-8	-17%	6%
Cc1ccc(NC(=O)c2ccc(NCc3ccco3)c([N+](=O)[O-])c2)cc1Cl	-9%	-2%	8.9µM*	?	0.8%	-3	-2	-14%	0%
O=C(NCc1ccccn1)c1ccc(OC2CCN(Cc3ccccc3O)CC2)cc1	-6%	-2%	-2%	2%	-1.6%	-1	-6	-11%	4%
Cc1cc(Br)ccc1NC(=O)CN(C)C(=O)CNC(=O)Cc1ccccc1	-14%	0%	1%	0%	0.0%	-2	-10	-17%	0%
O=C(Nc1ncnc2sc3c(c12)CCC3)c1ccco1	8%	2%	0%	-7%	2.4%	-9	2	3%	-2%
CC(OC(=O)c1ccc2c(=O)n3c(nc2c1)CCC3)C(N)=O (configuration not stated)	3%[57.1 µM]	-2%	-2%	0%	26%	3	-5	-16%	-1%
CCCCCCN1C[C@H](n2cc(C3CC3)nn2)[C@@H](O)C[C@@H]1c1ccc(Cl)cc1	.	-4%	0%	1%	.	-2	-1	-30%	0%
CCC(c1nnc(SCC(=O)Nc2nnc(-c3ccccc3)o2)o1)N(C)C (configuration not stated)	-14%	-6%	3%	2%	-1.2%	19	-3	-9%	-1%
CCOc1ccc(C(C)=O)cc1COC(=O)C(C)N=C1NS(=O)(=O)c2ccccc21 (configuration not stated)	5%[57.1 µM]	-2%	-7%	-5%	2.8%	1	-2	4%	-2%
Cc1nc2ccc(N=NN(C)C)cc2[nH]1	0%	-4%	-1%	5%	-1.8%	2	-5	-24%	-4%
O=C(Nc1cccnc1)c1cc(-c2cccnc2)nc2ccc(Br)cc12	-1%	-3%	0%	0%	14%	3	1	-17%	4%
COc1ccc(Cl)cc1N(C(C)C(=O)NC1CCCC1)S(C)(=O)=O (configuration not stated)	3%[57.1 µM]	1%	-1%	3%	2.1%	6	-6	-24%	-8%
Cc1cc(C)cc(NC(=O)CSc2nccn2Cc2ccco2)c1	-7%	-3%	1%	-6%	0.0%	1	-3	-14%	7%
Cc1c(C(=O)NCC2COc3ccccc3O2)oc2ccc(S(=O)(=O)N(C)C3CCCCC3)cc12 (configuration not stated)	8%	-2%	0%	0%	0.2%	-2	-7	?	5%
O=C(NCc1cc2ccccc2[nH]1)C1CCC(=O)N(CC2CCCCC2)C1 (configuration not stated)	.	0%	-6%	-1%	.	3	-3	3%	1%
O=C(O)c1ccccc1C(=O)N1CC=C(c2ccccc2)CC1	7%	-11%	.	2%	1.5%	0	5	-26%	6%
Cc1ccc(S(=O)(=O)Nc2ccc(C(=O)N3CCCC3)cc2)c(C)c1NS(C)(=O)=O	-3%	-5%	13%	5%	0.2%	-3	0	?	-3%
Cc1ccc(/C=N/NC(=O)c2ccncc2)o1	-18%	-2%	4%	1%	1.4%	9	-2	-15%	6%
O=C(NCc1ccc2c(c1)OCO2)c1ccc(Cl)c(S(=O)(=O)NCc2ccccc2)c1	-2%	-1%	5%	-1%	-0.3%	0	-1	-9%	4%
CN(CC(=O)Nc1ccc(Cl)cc1)c1ccc(S(=O)(=O)N2CCCCC2)cc1[N+](=O)[O-]	6%[57.1 µM]	-6%	-3%	4%	-0.8%	6	-2	-20%	2%
CCc1ccc2oc(-c3ccc(C)c(NC(=O)COc4ccccc4Cl)c3)nc2c1	3%	-5%	.	0%	.	.	-3	.	.
Cc1cc(C)cc(OCC(=O)Nc2ccc(N3CCCC3)cc2)c1	9%	-2%	0%	-1%	0.8%	-17	9	-10%	1%
CN(c1ccccc1)S(=O)(=O)c1ccc(C(=O)NCc2ccco2)cc1	-13%	-3%	-2%	0%	-1.3%	0	0	-11%	2%
O=C(N/N=C/C(Br)=C\c1ccccc1)c1n[nH]c2c1CCC2	21%	6%	-2%	-32%	2.2%	-13	-6	-15%	-5%
O=C(NC1CCCC1)C1CC(O)CN1C(=O)Nc1ccccc1 (configuration not stated)	8%	2%	-3%	-8%	0.3%	1	1	-20%	1%
O=C(O)c1cc(-c2ccc(N3CCOCC3)cc2)nn1-c1ccc(F)cc1F	-8%	-5%	-1%	-11%	2.3%	8	3	-10%	0%
O=C(CN1CCC(NC(=O)c2ccccc2)CC1)NCc1ccccc1F	-4%	5%	-7%	-3%	0.2%	-2	-4	-1%	3%

In another format: results already given.
| canonical_smiles | TrxR1 substrate | Glioma ERSR ind | Vif-A3F inh | Vif-APOBEC3G blk | RXFP1 agonist | PI4K2A inh | LDHA inh | USP1 inh | mIDH1 inhibitor |
| --- | --- | --- | --- | --- | --- | --- | --- | --- | --- |
| O=C(CN1CCC(NC(=O)c2ccccc2)CC1)NCc1ccccc1F | -4% | 5% | -7% | -3% | 0.2% | -2 | -4 | -1% | 3% |
| CN(c1ccccc1)S(=O)(=O)c1ccc(C(=O)NCc2ccco2)cc1 | -13% | -3% | -2% | 0% | -1.3% | 0 | 0 | -11% | 2% |
